TDP43 rescue: qHTS of TDP-43 Inhibitors; 1.8% of 410,000 active; Potency, µM (series often up to 46.1 µM), for the others: at the highest dose growth rescue (activation), actives largely listed as activators; TDP-43 expressing yeast growth rescue, BacTiter-Glo, 24 h; note: potency is the fitted concentration of half-maximal effect; % of control where 0% means no effect; nearly all actives have a fitted effect of over 50% in size
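Yeast expressing TDP-43 (pregrown in raffinose, seeded at OD600=0.02 in galactose medium) exposed to compounds 24 hr at 30 deg C. Growth read by BacTiter-Glo luminescence; rescue of toxicity appears as increased signal.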
D3 antag: qHTS of D3 Dopamine Receptor Antagonist: qHTS; D(3) dopamine receptor (Homo sapiens), P35462; D3R cells, DiscoveRx beta-arrestin luminescence, antagonist mode; hits give low values; max response, negative = inhibition, %; 2.5% of 360,000 active; AID 652054, 2013; in the data active = max response below about -50%; inconclusive = no clear call, values can overlap the other calls; note: % is set by controls: 0 for no effect and ±100 for the full control effect; mostly tested at two doses, the higher about 12 µM
Target sequence (P35462 whole entry, looked up): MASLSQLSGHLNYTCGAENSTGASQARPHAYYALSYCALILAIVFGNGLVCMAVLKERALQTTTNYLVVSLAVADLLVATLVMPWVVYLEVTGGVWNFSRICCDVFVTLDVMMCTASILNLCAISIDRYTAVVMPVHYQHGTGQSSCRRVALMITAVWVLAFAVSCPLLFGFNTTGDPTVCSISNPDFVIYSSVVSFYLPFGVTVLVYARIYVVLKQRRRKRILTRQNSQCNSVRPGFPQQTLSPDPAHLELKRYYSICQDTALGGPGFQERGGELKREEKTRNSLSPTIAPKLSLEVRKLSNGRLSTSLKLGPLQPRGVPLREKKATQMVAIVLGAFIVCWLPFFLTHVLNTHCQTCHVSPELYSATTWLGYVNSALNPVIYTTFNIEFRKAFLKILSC
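Cells expressing the human receptor were seeded at 1500 cells/well, incubated overnight at 37 degrees C in 5% CO2, then exposed to library compounds with dopamine controls for 90 minutes at 37 degrees C before luminescent detection.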
EPAC2 ag: qHTS for Agonist of cAMP-regulated guanine nucleotide exchange factor 4 (EPAC2): primary screen; AID 720711, 2013; Potency, µM (titrated, usually from 154 µM), for inactives: at the top dose activation, usual class: activators; Rap guanine nucleotide exchange factor 4 (Homo sapiens), Q8WZA2; 0.079% of 360,000 active; EPAC2 activation, biochemical qHTS; response scale: 100% = 6.5 mM cAMP response; note: potency is the fitted concentration of half-maximal effect; nearly all actives have a fitted effect of over 50% in size
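Readout is BODIPY fluorescence (480 nm excitation, 540 nm emission), which falls as labeled GDP is exchanged off Rap1B. EPAC2 at 100 nM acted on 250 nM RAP1B-BODIPY-GDP with 50 uM GDP present.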
FUS suppressor: qHTS for Suppressors of FUS Proteinopathy: Primary screen using FUS-linked yeast assay; S. cerevisiae FUS-expressing, growth rescue, OD600, 24 h; Potency, µM (highest dose often 76.6 µM), inactives show at the highest dose growth rescue (activation), actives largely listed as activators; 0.24% of 390,000 active; AID 1347120, 2019;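 note: potency is the fitted concentration of half-maximal effect; plate controls were DMSO vehicle for no effect and reference control for full effect; nearly all actives have a fitted effect of over 55% in size; some results filed as inactive show a strong effect at the top dose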
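Compound concentration series was pinned onto galactose-induced FUS-expressing yeast seeded at OD 0.005. Plates sat 24hr at 30C; absorbance at 600 nm gave growth. DMSO served as background control.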
Abeta yeast res: qHTS for compounds that reverse cellular toxicity of Amyloid beta (A-beta) peptide in yeast: Primary Screen. yeast expressing A-beta42, growth rescue, OD600, 48 h; response scale: 0% DMSO, 100% iron-clioquinol control. Potency, µM (doses to about 46.1 µM), inactives show at the highest dose growth rescue, most hits filed as activators. 0.063% of 410,000 active. AID 1347071, 2019; note: potency is the fitted concentration of half-maximal effect; nearly all actives have a fitted effect of over 55% in size
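Yeast A-beta toxicity model in growth medium with pinned compounds, 48 h at 30 C; growth read as absorbance at 600 nm. Normalized to FeCl3/clioquinol equimolar mix (positive) and DMSO (negative).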
D3 ag: qHTS of D3 Dopamine Receptor Agonist: qHTS. 0.58% of 410,000 active. max activation, %. AID 652048, 2013. D3R DiscoveRx beta-arrestin cells, luminescence, 90 min. D(3) dopamine receptor (Homo sapiens), P35462; in the data active = max activation above about 30%; note: 0% is about no effect; mostly tested at two doses, the higher about 12 µM
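Agonist-mode cell screen: cells plated at 1500/well and incubated overnight at 37 °C, then exposed to library compounds for 90 min at 37 °C. Detection reagent was added for 30–60 min at room temperature, and luminescence was read.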
EPAC2 antagonist: qHTS for Antagonist of cAMP-regulated guanine nucleotide exchange factor 2 (EPAC2): primary screen; Rap guanine nucleotide exchange factor 4 (Homo sapiens), Q8WZA2; EPAC2 GEF exchange of Rap1B-BODIPY-GDP, fluorescence; 0.18% of 360,000 active; Potency, µM (titrated, usually from 114 µM), without a hit: at the highest dose activity, negative = inhibition, usual class: inhibitors; AID 720708, 2013; note: potency is the fitted concentration of half-maximal effect; % is set by controls: 0 for no effect and ±100 for the full control effect; nearly all actives have a fitted effect of over 45% in size; many of its hits are not listed in these tables
aSyn yeast inh: qHTS of alpha-syn Inhibitors; Yeast expressing alpha-synuclein, growth rescue, BacTiter-Glo, 24 h; Potency, µM (series often up to 46.1 µM), without a hit: at the top dose growth rescue (activation), actives largely listed as activators; AID 652106, 2013; 0.14% of 370,000 active; note: potency is the fitted concentration of half-maximal effect; % of control where 0% means no effect; nearly all actives have a fitted effect of over 65% in size
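Galactose-induced alpha-syn yeast (OD600=0.02, raffinose-pregrown) + pinned cpd, 24 hr, 30 deg C; growth by BacTiter-Glo luminescence. Growth restoration scores as activation.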
* marks the source's active call; other numbers are inactive results; [ ] = dose if it differs, or a comment. Unless noted, calls come from the whole dose curve; as a rule, active = well fitted curve in the direction sought with a large enough effect; inconclusive = small, poorly fitted or top-dose-only effect, or another doubt; inactive = no such curve, though single readings can be large; an effect the other way counts as inactive or inconclusive. The list is partial; count on the stated rates, not on these rows.

Cc1ccc(-c2nc(CS(=O)(=O)CC(=O)NCCN3CCCC3)c(C)o2)cc1 was read as TDP43 rescue 2%, D3 antag 0, EPAC2 ag -3%, FUS suppressor 4%, Abeta yeast res 1%, D3 ag -7, EPAC2 antagonist 1% and aSyn yeast inh -1%.
Cc1cccc(NC(=O)C(C)Sc2nnc(-c3cccnc3)o2)c1 (stereo not given) was read as TDP43 rescue -39%[inhibitor], D3 antag -23, EPAC2 ag 7%, FUS suppressor inconclusive, Abeta yeast res -2%, D3 ag 5, EPAC2 antagonist 2% and aSyn yeast inh 16%[1.84 µM].
Screening CCOC(=O)c1c(S(=O)(=O)N2CCC(C(=O)Nc3ccc(C)cn3)CC2)c(C)n(C)c1C returned TDP43 rescue inconclusive, FUS suppressor -5%, Abeta yeast res -9% and D3 ag 4.
`CC1(C)CC(=O)C=C(NCCc2ccc(S(N)(=O)=O)cc2)C1` gave TDP43 rescue 6%, D3 antag -1, EPAC2 ag -2%, FUS suppressor -12%, Abeta yeast res 5%, D3 ag 2, EPAC2 antagonist 19% and aSyn yeast inh -6%.
`COC(=O)Cn1ccnc1[N+](=O)[O-]` gave TDP43 rescue 11%, D3 antag 3, EPAC2 ag 6%, FUS suppressor -10%, Abeta yeast res 0%, D3 ag -5, EPAC2 antagonist 4% and aSyn yeast inh -1%.
CCCCNC(=O)CNC(=S)N(Cc1cc(OC)c(OC)c(OC)c1)C1CCCC1 was read as TDP43 rescue 3%, D3 antag 1, EPAC2 ag -1%, FUS suppressor 29%, Abeta yeast res 5%, D3 ag 5, EPAC2 antagonist -3% and aSyn yeast inh 6%.
C=CCn1c(SC(C)C(N)=O)nc2sc(CC)cc2c1=O (stereo not given) was read as TDP43 rescue -16%, D3 antag -2, EPAC2 ag 6%, FUS suppressor 0%, Abeta yeast res -8%, D3 ag 5, EPAC2 antagonist -5% and aSyn yeast inh -1%.
O=C(NCc1ccc(Cl)cc1)NCC(F)(F)F was read as TDP43 rescue -1%, D3 antag 3, EPAC2 ag 10%, Abeta yeast res -9%, D3 ag 3, EPAC2 antagonist 14% and aSyn yeast inh -15%.
For CC(C)c1cccc(-c2csc(C(O)c3ccc(F)cc3)n2)c1 (stereo not given) the results were TDP43 rescue -82%[inhibitor], D3 antag -12, EPAC2 ag -3%, FUS suppressor 10%, Abeta yeast res -90%[inhibitor], D3 ag 7, EPAC2 antagonist inconclusive and aSyn yeast inh -17%.
`CCOC(=O)c1sc(NC(=O)Nc2ccc(Cl)cc2)nc1C` gave TDP43 rescue 14%, D3 antag 56, EPAC2 ag -12%, FUS suppressor 16%, Abeta yeast res 7%, D3 ag 3, EPAC2 antagonist 0% and aSyn yeast inh -5%.
C[C@H](NC(=O)N1CCn2c1nc1ccccc12)C(=O)NCCc1ccccc1 was read as TDP43 rescue -2%, D3 antag -2, EPAC2 ag 0%, FUS suppressor 5%, Abeta yeast res -7%, D3 ag -4, EPAC2 antagonist -2% and aSyn yeast inh -6%.
Screening S=C(NCc1ccccc1)NCc1ccccc1Cl returned TDP43 rescue inconclusive, D3 antag inconclusive, EPAC2 ag 9%, FUS suppressor -2%, Abeta yeast res 13µM*, D3 ag -8, EPAC2 antagonist -2% and aSyn yeast inh 0%.

Copied from above, five compounds:
C=CCn1c(SC(C)C(N)=O)nc2sc(CC)cc2c1=O (stereo not given) was read as TDP43 rescue -16%, D3 antag -2, EPAC2 ag 6%, FUS suppressor 0%, Abeta yeast res -8%, D3 ag 5, EPAC2 antagonist -5% and aSyn yeast inh -1%.
O=C(NCc1ccc(Cl)cc1)NCC(F)(F)F was read as TDP43 rescue -1%, D3 antag 3, EPAC2 ag 10%, Abeta yeast res -9%, D3 ag 3, EPAC2 antagonist 14% and aSyn yeast inh -15%.
For CC(C)c1cccc(-c2csc(C(O)c3ccc(F)cc3)n2)c1 (stereo not given) the results were TDP43 rescue -82%[inhibitor], D3 antag -12, EPAC2 ag -3%, FUS suppressor 10%, Abeta yeast res -90%[inhibitor], D3 ag 7, EPAC2 antagonist inconclusive and aSyn yeast inh -17%.
`CCOC(=O)c1sc(NC(=O)Nc2ccc(Cl)cc2)nc1C` gave TDP43 rescue 14%, D3 antag 56, EPAC2 ag -12%, FUS suppressor 16%, Abeta yeast res 7%, D3 ag 3, EPAC2 antagonist 0% and aSyn yeast inh -5%.
C[C@H](NC(=O)N1CCn2c1nc1ccccc12)C(=O)NCCc1ccccc1 was read as TDP43 rescue -2%, D3 antag -2, EPAC2 ag 0%, FUS suppressor 5%, Abeta yeast res -7%, D3 ag -4, EPAC2 antagonist -2% and aSyn yeast inh -6%.

Next records
For Cc1ccc(S(=O)(=O)/C=C2\NC(=O)CS2)cc1 the results were TDP43 rescue 6%, D3 antag 24, EPAC2 ag 4%, FUS suppressor -1%, Abeta yeast res 2%, D3 ag 8, EPAC2 antagonist 6% and aSyn yeast inh 1%.
Screening Cc1ccccc1NC(=S)N(CCN(C)C)C(C)c1ccco1 (stereo not given) returned TDP43 rescue 9%, D3 antag 9, EPAC2 ag -10%, Abeta yeast res 30%, D3 ag 3, EPAC2 antagonist 0% and aSyn yeast inh -2%.
Screening CC(C)NC(=O)CC(=O)N/N=C/c1cccs1 returned TDP43 rescue -16%, D3 antag 4, EPAC2 ag 7%, FUS suppressor -1%, Abeta yeast res -2%, D3 ag 12, EPAC2 antagonist 3% and aSyn yeast inh -1%.
Screening COCCn1c(SCC(=O)Nc2ccc(N3CCOCC3)cc2)nc2ccccc21 returned TDP43 rescue 20%, D3 antag -14, EPAC2 ag 7%, FUS suppressor 5%, Abeta yeast res 16%, D3 ag 8, EPAC2 antagonist -4% and aSyn yeast inh 2%.
Screening CN(C(=O)c1cccc(NC(=O)Cc2ccc(NC(=O)C3CCN(C(=O)C4CCCCC4)CC3)cc2)c1)C1CCCCC1 returned TDP43 rescue 26%, D3 antag 13, EPAC2 ag -5%, FUS suppressor inconclusive, Abeta yeast res 1%, D3 ag 20, EPAC2 antagonist 7% and aSyn yeast inh -8%.
For OC(c1nc2ccccc2[nH]1)C(O)c1nc2ccccc2[nH]1 (stereo not given) the results were TDP43 rescue 14%, D3 antag 11, EPAC2 ag 0%, FUS suppressor 4%, Abeta yeast res 11%, D3 ag 7, EPAC2 antagonist -1% and aSyn yeast inh 5%.
For O=C(Cc1ccccc1F)Nc1ccc2c(c1)CCC2 the results were TDP43 rescue 8%, D3 antag -14, EPAC2 ag 7%, FUS suppressor 2%, Abeta yeast res -12%, D3 ag -1, EPAC2 antagonist 7% and aSyn yeast inh 13%.
`N#Cc1c(C(F)(F)F)cc(-c2ccco2)nc1SCc1ccncc1` gave TDP43 rescue inconclusive, D3 antag -2, EPAC2 ag -11%, FUS suppressor 9%, Abeta yeast res 10%, D3 ag -1, EPAC2 antagonist 3% and aSyn yeast inh 11%.
For COc1cccc(CN2CCNC(=O)C2CC(=O)NC2Cc3ccccc3C2)c1 (stereo not given) the results were TDP43 rescue 3%, D3 antag -15, EPAC2 ag 3%, FUS suppressor 11%, Abeta yeast res 2%, D3 ag -7, EPAC2 antagonist 5% and aSyn yeast inh -2%.
`O=C(C1CC(=O)N(C2CCCCC2)C1)N1CCN(c2ccccc2)CC1` (stereo not given) gave TDP43 rescue -1%, D3 antag -15, EPAC2 ag 4%, Abeta yeast res -15%, D3 ag -17, EPAC2 antagonist -9% and aSyn yeast inh -2%.
For CCCCN(C(=O)c1cccc(-c2ccc(OC(C)=O)cc2)c1)c1c(N)n(CCC)c(=O)[nH]c1=O the results were TDP43 rescue 18%, D3 antag 5, EPAC2 ag -4%, FUS suppressor -4%, Abeta yeast res -13%, D3 ag 1, EPAC2 antagonist -9% and aSyn yeast inh -9%.
Screening COc1ccccc1-c1nnc(NC(=O)c2ccc(S(=O)(=O)N3CCOCC3)cc2)o1 returned TDP43 rescue 5%, D3 antag -18, EPAC2 ag 3%, FUS suppressor 28%, Abeta yeast res -1%, D3 ag -9, EPAC2 antagonist -5% and aSyn yeast inh -6%.
`CCCN(C(=O)COC(=O)Cn1c(=O)oc2ccccc21)c1c(N)n(Cc2ccccc2)c(=O)[nH]c1=O` gave TDP43 rescue 8%, D3 antag -6, EPAC2 ag 1%, FUS suppressor 29%, Abeta yeast res 4%, D3 ag -2, EPAC2 antagonist 13% and aSyn yeast inh -4%.
For COc1ccc(-n2c(Cc3cccn3C)nnc2SCC(=O)Nc2cccc(F)c2)cc1 the results were TDP43 rescue -6%, D3 antag -16, EPAC2 ag 14%, FUS suppressor 41%, Abeta yeast res 9%, D3 ag -10, EPAC2 antagonist 0% and aSyn yeast inh -1%.
`O=S(=O)(c1ccccc1)C1(C2CC(c3ccccc3)=NO2)CC(O)C1` (stereo not given) gave TDP43 rescue 15%, D3 antag -5, EPAC2 ag 3%, FUS suppressor -3%, Abeta yeast res -17%, D3 ag 4, EPAC2 antagonist -2% and aSyn yeast inh -4%.
COCCCNC(=O)CS(=O)(=O)Cc1nc(-c2cccc(OC)c2)oc1C was read as TDP43 rescue 0%, D3 antag -13, EPAC2 ag 2%, FUS suppressor 13%, Abeta yeast res 1%, D3 ag 4, EPAC2 antagonist 3% and aSyn yeast inh 1%.
Screening COc1cccc(NC(=O)C(Sc2nnc(Nc3ccccc3C)s2)c2ccccc2)c1 (stereo not given) returned TDP43 rescue 18%, D3 antag -54*, EPAC2 ag 3%, FUS suppressor 40%, Abeta yeast res 0%, D3 ag -11, EPAC2 antagonist -3% and aSyn yeast inh 17%.

Bioassay records as filed in PubChem.
